# L3MBTL1 block = L3MBTL1 (human) inhibition; AlphaScreen L3MBTL1–H3K9me1 peptide binding; 230,000 tested, 0.66% active; Potency, µM (titrated, usually from 57.1 µM), inactives show top-dose activity, negative = inhibition, actives largely listed as inhibitors; Q9Y468; active = well fitted inhibition curve with a large enough effect; inconclusive = small, poorly fitted or top-dose-only effect; inactive = no such curve, though single readings can be large or run the other way; note: nearly all actives have a fitted effect of over 60% in size
# Target sequence (Q9Y468 whole entry, looked up): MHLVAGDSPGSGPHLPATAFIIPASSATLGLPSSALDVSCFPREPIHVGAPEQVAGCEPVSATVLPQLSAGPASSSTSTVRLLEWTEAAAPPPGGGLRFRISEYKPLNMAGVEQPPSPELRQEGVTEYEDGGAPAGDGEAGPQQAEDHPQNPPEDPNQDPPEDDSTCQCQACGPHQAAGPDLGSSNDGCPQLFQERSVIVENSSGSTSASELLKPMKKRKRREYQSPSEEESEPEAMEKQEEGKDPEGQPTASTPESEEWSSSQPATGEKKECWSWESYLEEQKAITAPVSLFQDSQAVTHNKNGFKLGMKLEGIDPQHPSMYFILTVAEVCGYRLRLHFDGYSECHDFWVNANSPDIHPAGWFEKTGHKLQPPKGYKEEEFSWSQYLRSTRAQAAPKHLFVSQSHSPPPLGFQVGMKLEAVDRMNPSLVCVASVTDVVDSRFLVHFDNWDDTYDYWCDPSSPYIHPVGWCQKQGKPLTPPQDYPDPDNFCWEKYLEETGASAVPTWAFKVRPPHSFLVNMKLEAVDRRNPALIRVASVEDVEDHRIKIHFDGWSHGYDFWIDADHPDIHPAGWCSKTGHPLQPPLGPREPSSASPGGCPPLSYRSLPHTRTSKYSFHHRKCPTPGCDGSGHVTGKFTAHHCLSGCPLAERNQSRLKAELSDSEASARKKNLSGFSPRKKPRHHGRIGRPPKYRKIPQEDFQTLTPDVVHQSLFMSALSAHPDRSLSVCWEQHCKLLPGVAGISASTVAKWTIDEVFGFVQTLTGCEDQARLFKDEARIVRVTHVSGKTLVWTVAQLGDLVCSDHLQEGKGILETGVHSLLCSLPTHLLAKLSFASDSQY
#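 First, the protein-peptide complex forms for 30 min at room temperature (L3MBTL1 50 nM, biotinylated H3K9me1 peptide 75 nM). Next, compounds are pin-transferred and incubated 30 min. Finally, AlphaScreen beads are added and read after 30 min.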
# Numbers without * were called inactive; ? = inconclusive; & = joins results of further samples; [ ] = another dose, or the depositor's remark. % is set by controls: 0 for no effect and ±100 for the full control effect; potency is the fitted concentration of half-maximal effect. The list is partial. The share of hits here may be higher or lower than overall.
Molecule	L3MBTL1 block
CC(Sc1nnc(C2CC2)n1C1CC1)C(=O)Nc1ccccc1C#N (stereo unspecified)	-4.8%
CN(C(=O)COC(=O)c1ccccc1Cc1ccccc1)c1c(N)n(Cc2ccccc2)c(=O)[nH]c1=O	6.4%
O=C1N[C@H](Cc2c[nH]c3ccccc23)COC(=O)[C@H](Cc2ccc(F)cc2)C/C=C\C[C@H]1CC(=O)N(CCO)Cc1ccccc1	-16.0%
COc1ccccc1CC(=O)c1ccc(OCc2ccccc2)cc1	96.6%[activator]
O=C(NCCc1ccc(Cl)cc1)c1ccc(S(=O)(=O)N2CCCC2)cc1	-9.7%
COc1cc(F)cc(-c2ccc3c(c2)c(-c2cccs2)c(-c2cc(OC)cc(OC)c2)n3C)c1	-4.7%
COc1cc2c(cc1OC)CN(C(=O)CCNS(=O)(=O)c1ccc(Br)cc1)CC2	5.1%
O=C(NC1CC1)c1ccc(CS(=O)c2ccccc2)o1 (stereo unspecified)	-0.5%
CCN(CC(=O)NCc1cccs1)C(=O)/C=C/c1ccc(Cl)c(Cl)c1	6.4%
O=C(NCCc1ccccc1)C(=O)NCC1CCCN1S(=O)(=O)c1cccs1 (stereo unspecified)	6.0%
O=C(O)Cn1c(=O)c(-c2ccccc2)nc2ccccc21	8.7%
Cc1nc2ccccc2c(=O)n1Cc1ccc([N+](=O)[O-])cc1	-2.5%
CN(C(=O)COc1coc(CN2CCN(c3ccccc3)CC2)cc1=O)c1ccccc1	-3.9%
CN(CC(=O)Nc1cccc(F)c1)C(=O)c1ccccc1CCc1ccccc1	-2.6%
COCCn1c(N)c(N(Cc2ccccc2)C(=O)COc2ccc(F)cc2Cl)c(=O)[nH]c1=O	-2.1%
CNc1nnc(SCC(=O)c2c(N)n(C3CC3)c(=O)[nH]c2=O)s1	10.2%
CCCCn1c(N)c(N(CCOC)C(=O)COC(=O)CCOc2ccc(C)cc2)c(=O)[nH]c1=O	-4.9%
COc1ccccc1NS(=O)(=O)c1ccc(C(=O)NCc2ccc(S(N)(=O)=O)cc2)cc1	5.5%
CCCN(CC(=O)Nc1ccccc1OC)C(=O)c1ccc(S(=O)(=O)NCc2ccco2)cc1	-4.7%
O=C(CCNS(=O)(=O)c1ccccc1C(F)(F)F)NCCCc1ccccc1	-1.9%
CC(Oc1ccc(F)cc1)C(=O)N(CCC1=CCCCC1)c1c(N)n(Cc2ccccc2)c(=O)[nH]c1=O (stereo unspecified)	3.4%
O=C(NCc1ccc(F)cc1)c1ccncc1	41.4%[activator]
CCc1ccc(C(=O)NNC(=O)C2CCN(c3ncnc4sc(C)c(C)c34)CC2)cc1	-10.5%
CC1(c2ccc(OC(F)F)cc2)NC(=O)N(CC(=O)Nc2cccnc2Cl)C1=O (stereo unspecified)	-5.3%
CN(Cc1ccc(Cl)cc1)C(=O)c1ccccc1SCC(=O)N1CCCC1	-0.4%
Cc1noc(C)c1NC(=O)N(C)C[C@H]1Oc2ccc(NC(=O)C3CCCCC3)cc2C(=O)N([C@H](C)CO)C[C@@H]1C	-4.7%
CCCCN(C(=O)C(CCSC)N1C(=O)c2ccccc2C1=O)c1c(N)n(CCC)c(=O)[nH]c1=O (stereo unspecified)	7.2%
Cc1csc(CNc2ncnc3ccc(-c4ccccc4Cl)cc23)c1	-1.6%&-5.6%
Cc1ccccc1NC(=O)C(C)OC(=O)C1CC(=O)N(Cc2ccco2)C1 (stereo unspecified)	1.8%
Cc1cccc(C(=O)OCC(=O)c2c(N)n(CC(C)C)c(=O)n(C)c2=O)c1[N+](=O)[O-]	2.4%
OC(COc1ccccc1)CN(Cc1ccccc1)CC(O)COc1ccccc1 (stereo unspecified)	6.8%
Cc1cc(C)nc(NNS(=O)(=O)c2ccc(F)c(Cl)c2)n1	-4.7%
Cc1ccc(S(=O)(=O)N2CCN(CC(=O)Nc3ccccc3Cl)CC2)cc1	9.4%
CCc1ccccc1NC(=O)CN(C)C(=O)c1cc(C2CC2)nn1-c1ccccc1	0.0%
O=C(NCCCc1ccccc1)c1ccc(F)cc1	5.5%
CC[C@]12c3[nH]c4cc(-c5ccco5)ccc4c3CCN1C(=O)[C@@H](CC(=O)NC(C)(C)C)C[C@@H]2C(=O)N1CCN(C(=O)C2CC2)CC1	-15.8%
CN(C)c1ccc(CNc2nc3ccccc3s2)cc1	-0.7%
Cc1cccc(C(=O)Nc2ccn(C)n2)c1	-8.1%
Oc1ccc(C[C@H]2CNCCN2CCc2cccc3ccccc23)cc1	-12.4%
CS(=O)(=O)c1ccccc1-c1nnc(NC(=O)COc2ccc(Cl)cc2)o1	-6.3%
NNC(=O)c1cc(S(=O)(=O)N2CCOCC2)c[nH]1	-2.9%
C=CC[C@@H](CC(=O)NCCO)C(=O)N[C@@H](C)COC(=O)[C@@H](CC=C)Cc1ccc(F)cc1	4.3%
CCC(CO)Oc1cc(NCc2cccc(Cl)c2)c2ncn(C(C)C)c2c1 (stereo unspecified)	?
CCCCn1c(N)c(N(CC)C(=O)c2c(C)noc2C)c(=O)[nH]c1=O	-6.8%
O=C(Nc1cccc(S(=O)(=O)NC2=NCCC2)c1)c1ccc(F)cc1F	-0.7%
OC(CCc1ccncc1)COc1ccccc1 (stereo unspecified)	-0.3%
CC1(C)Cc2cccc(OCC(=O)N3CCN(c4ccccc4Cl)CC3)c2O1	-2.0%
N=c1ccn2c(n1)O[C@H]1[C@@H](CO)[C@H](O)O[C@H]12	5.8%
O=C1c2c(Br)c(Br)c(Br)c(Br)c2C(=O)N1c1ccccn1	-3.7%
COc1ccc(-n2ccnc2SCC(=O)NC2CCCC2)cc1	-2.9%
Cc1ccc(C(=O)NCCc2ccccc2)cc1S(=O)(=O)N1CCOCC1	2.8%
Cc1ccc2nc(SCC(=O)N3CCCCC3)nc(=O)n2c1	8.8%
CC1CCCCC1NC(=O)CN1CCN(S(=O)(=O)c2ccc(Br)s2)CC1 (stereo unspecified)	3.3%
CC1CCCC(C)N1C(=O)COC(=O)c1ccc([N+](=O)[O-])o1 (stereo unspecified)	-17.7%
COc1ccc(-c2ccc3c(c2)S(=O)(=O)c2cccc(C(=O)NC4CC4)c2C3=O)cc1OC	-8.6%
C=CCn1c(O)c2ccc(C(=O)N=NC(=O)c3ccc(F)cc3)cc2c1O	0.7%
CSCCC(NC(=O)c1cccc(S(=O)(=O)N2CCOCC2)c1)c1nc2ccccc2[nH]1 (stereo unspecified)	-1.8%
CCOc1ccc(CCNC(=O)COC(=O)CCc2cc(OC)c(OC)c(OC)c2)cc1OCC	-5.0%
CCN(CC(=O)NCc1cccs1)C(=O)c1cccc(S(=O)(=O)Nc2ccc(OC)cc2)c1	-7.4%
O=C(COC(=O)c1ccccc1OCc1ccccc1Cl)NCC1CCCO1 (stereo unspecified)	8.9%

# Reprinted from the part before: two compounds; new compounds follow.
Molecule	L3MBTL1 block
CCN(CC(=O)NCc1cccs1)C(=O)c1cccc(S(=O)(=O)Nc2ccc(OC)cc2)c1	-7.4%
O=C(COC(=O)c1ccccc1OCc1ccccc1Cl)NCC1CCCO1 (stereo unspecified)	8.9%
COCCN(CCOC)C(=O)C1CCN(c2ccc(S(=O)(=O)N3CCOCC3)cc2[N+](=O)[O-])CC1	7.7%
CCOc1ccc(OCC(=O)Nc2ccccc2N2CCCC2)cc1	-9.1%
O=C(CN1CCN(S(=O)(=O)c2ccc(Br)s2)CC1)N1CCCCC1	28.6%
CC(C)(C)OC(=O)C[C@@H]1C/C=C\C[C@H](CC(=O)N(CCO)Cc2ccccc2)C(=O)NCCOC1=O	1.8%
Cc1ccc(S(=O)(=O)N2CCCCC2CCNC(=O)C(=O)NCc2cccnc2)cc1 (stereo unspecified)	2.0%
O=C(CN1C(=O)NC(Cc2ccccc2)C1=O)Nc1ccccc1OC(F)F (stereo unspecified)	-3.7%
CC1CCCN(C(=O)CN(c2ccccc2)S(=O)(=O)c2ccc(F)cc2)C1 (stereo unspecified)	-1.2%
O=C(Nc1cc(C(F)(F)F)ccc1N1CCOCC1)C1CCCO1 (stereo unspecified)	4.8%
CC(=O)Nc1ccc(NC(=O)CSc2nncn2C)cc1	5.8%
CC1CCCC(NC(=O)COC(=O)c2n[nH]c3ccccc23)C1C (stereo unspecified)	2.3%
CN1CCN(S(=O)(=O)c2cccc(C(=O)NCCOc3ccccc3)c2)CC1	-2.7%
Cn1c(=O)c2c(ncn2CC(=O)OCC(=O)Nc2cc(Cl)ccc2C#N)n(C)c1=O	5.3%
CC1Sc2ccc(C(=O)OCc3ccccc3Cl)cc2NC1=O (stereo unspecified)	2.2%
CC1CN(C(=O)CN2C(=O)NC3(CCCC3)C2=O)C(=Nc2cccc(S(=O)(=O)N(C)C)c2)S1 (stereo unspecified)	-9.4%
COc1ccc(Cl)cc1NC(=O)CN(C)C(=O)Cn1cnnn1	3.6%
CC1(c2ccc(Cl)cc2Cl)NC(=O)N(CC(=O)Nc2ccc3[nH]c(=O)[nH]c3c2)C1=O (stereo unspecified)	-4.4%
O=C(CCNS(=O)(=O)c1ccc(Br)cc1)NCCCSc1ccccc1	3.1%
COc1ccc(Cl)cc1NC(=O)CN(C)C(=O)Cc1ccc(-c2ccccc2)cc1	-1.9%
O=C(COC(=O)CNC(=O)C1CCCCC1)Nc1ccc(Br)cc1Br	-0.7%
CC(C)(Oc1ccc(F)cc1)C(=O)OCC(=O)c1ccc(S(C)(=O)=O)cc1	4.7%
COC(=O)[C@]1(CC(C)C)N[C@H](c2ccc(-c3ccccc3)cc2)[C@@H]2C(=O)N(C)C(=O)[C@@H]21	-2.8%
Cc1cc(C)n2nc(C(=O)OCC(=O)NNC(=O)c3ccccc3)nc2n1	1.2%
CCN(CC(=O)NC1CCS(=O)(=O)C1)S(=O)(=O)c1ccc(Cl)c(C(F)(F)F)c1 (stereo unspecified)	10.1%
CCc1ccc(N2CC(C(=O)NCC(C)(C)N3CCOCC3)CC2=O)cc1 (stereo unspecified)	3.9%
Cc1ccc(S(=O)(=O)N2CCC(C(=O)Nc3ccccc3N3CCCC3)CC2)cc1	-18.5%
O=C(COc1ccccc1)NCC(c1ccco1)N1CCCCC1 (stereo unspecified)	-0.8%
CC(C)COc1ccc(C(=O)OCC(=O)NCc2cccs2)cc1	8.5%
CC(C)NC(=O)CSc1ccccc1C(=O)N1CCN(S(=O)(=O)Cc2ccccc2)CC1	7.7%
C[C@@H]1CN([C@H](C)CO)C(=O)Cc2cc(NS(=O)(=O)c3cn(C)cn3)ccc2O[C@H]1CN(C)S(=O)(=O)c1ccc(Cl)cc1	-2.0%
NC(=O)Nc1ccc(C(=O)OCC(=O)N2CCc3ccccc3C2)cc1	11.6%
CC(Sc1nnc(C2CC2)n1C1CC1)C(=O)N(C)Cc1cccc(F)c1 (stereo unspecified)	1.6%
CC1CN(S(=O)(=O)c2ccc(C(=O)OCc3ccc(C#N)cc3)cc2)CC(C)O1 (stereo unspecified)	5.5%
O=C(Nc1ccccn1)c1ccc2c(=O)n3c(nc2c1)CCCCC3	-5.8%
Cc1ccc2c(c1)-n1c(nc3cc(Cl)ccc3c1=O)C(CC(C)C)NC2=O (stereo unspecified)	0.9%
COc1ccc(NC(=O)CSCC(=O)N2CCN(C(=O)c3ccco3)CC2)cc1	-2.3%
O=C(COC(=O)/C=C/c1ccc(OC(F)F)cc1)Nc1cccc(S(=O)(=O)N2CCCC2)c1	2.1%

# 3 compounds already listed, ordered by formula weight, descending:
Molecule	L3MBTL1 block
CC1CN(S(=O)(=O)c2ccc(C(=O)OCc3ccc(C#N)cc3)cc2)CC(C)O1 (stereo unspecified)	5.5%
CC(Sc1nnc(C2CC2)n1C1CC1)C(=O)N(C)Cc1cccc(F)c1 (stereo unspecified)	1.6%
O=C(COc1ccccc1)NCC(c1ccco1)N1CCCCC1 (stereo unspecified)	-0.8%

# (list continues)
Molecule	L3MBTL1 block
Cc1ccc(S(=O)(=O)N(C)C)cc1NC(=O)COC(=O)CCC1CCCC1	-0.2%
CCOc1ccccc1OCCCC(=O)Nc1cccc(-n2cnnn2)c1C	1.7%
CCc1sc(C(=O)N2CCN(CC(=O)Nc3cccc(F)c3)CC2)cc1C	1.2%
COc1cccc(N2CCN(C(=O)c3cc(C)oc3C)CC2)c1	-5.2%
CCN(C(=O)CSc1nnc(C)c(=O)[nH]1)c1cccc2ccccc12	2.5%
Cc1nn(CC(=O)NC(=O)NC2CCCCC2C)c(=O)c(C#N)c1C (stereo unspecified)	5.3%
Cc1ccc(S(=O)(=O)N2CCN(S(=O)(=O)c3c(C)n[nH]c3C)CC2)cc1C	-1.7%
Cc1ccc(-c2nc(COC(=O)C3=NN(c4ccccc4)C(=O)CC3)cs2)cc1	0.3%
CCN1CCN(c2ccc(S(=O)(=O)N3CCOCC3)cc2NC(=O)/C=C/c2ccc(OC)cc2OC)CC1	-19.3%
Cc1cc(NC(=O)C(C)SCC(=O)NCc2ccc(F)cc2)no1 (stereo unspecified)	6.5%
Nc1c(Cl)cc(C2=NCCn3nc4cc(C(F)(F)F)ccc4c32)cc1Cl	-6.6%
CCOc1ccc(NS(=O)(=O)c2ccc(C(=O)NCC(c3ccco3)N3CCCC3)cc2)cc1 (stereo unspecified)	-0.1%
O=C(COC(=O)c1ccccc1O)NCc1ccc2c(c1)OCO2	38.8%[activator]
COc1ccc(CCNC(=O)CSc2nc(=O)[nH]c3c2CCC3)cc1OC	5.7%
O=C(Nc1cccc(Cl)c1)c1nc[nH]c1C(=O)N1CCN(c2ccccc2)CC1	4.6%

# Bioassay records (PubChem BioAssay)
